Runt-SMMHC FRET: blocks binding of human RUNX1 Runt domain to CBFb-SMMHC. Q01196+Q13951. Cerulean-Runt/Venus-CBFb-SMMHC FRET ratio 530/480, 1 h. inhibition, % at 20 µM. actives 0.74% (n = 220,000);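 active = mean inhibition across duplicate retests at 20 µM reaching about 50%, limit read from the data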;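 also: 0% = DMSO wells and 100% = wells with excess untagged CBFb-SMMHC; inhibitors lower the FRET ratio by blocking Runt binding to CBFb-SMMHC; some results filed as inactive read as strong as hits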
Runt-CBFb FRET: inhibitors of human RUNX1 Runt domain binding to CBFb. inhibition, % at 20 µM. Q01196+Q13951. Cerulean-Runt/Venus-CBFb FRET ratio 530/480, 1 h. actives 0.46% (n = 220,000);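 active = inhibition over about 50% at 20 µM in the single-dose screen, limit read from the data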;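 also: 0% = DMSO wells and 100% = excess unlabeled CBFb competitor control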
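Schedule: protein complex preformed 1 h, compound exposure 1 h, room temperature, dark; test system: Cerulean-labeled Runt domain protein; amount: 100 nM per protein; buffer or medium: Tris 50 mM pH 7.5, KCl, K2SO4, 0.01% BSA; read-out: loss of energy transfer signal; detection: FRET fluorescence; controls: 5 µM unlabeled CBFb as full-inhibition high control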
thrombin 1536: inhibitors of human thrombin; P00734; alpha-thrombin, Boc-VPR-AMC fluorogenic substrate cleavage; inhibition, % at 5 µM; actives 0.26% (n = 220,000);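 active = inhibition at or above 40%; inactive = inhibition below 40%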;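 also: 0% = enzyme with no compound and 100% = wells without enzyme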
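Test system: human alpha-thrombin protein / Dosing: one concentration per compound, 5 µM, with 0.2% DMSO / Medium: pH 7.5 Tris-saline with Tween 20 / Benchmarks: no-compound enzyme wells and no-enzyme blanks / Read-out basis: percent inhibition of thrombin substrate cleavage / Timing: reaction at room temperature / Measured by: fluorescence, ex 355 nm, em 460 nm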
Hck-Nef inh: human Hck-Nef kinase inhibition; P08631; Recombinant Hck-YEEI plus Nef, Z-Lyte FRET kinase assay; inhibition, % at 20 µM; actives 0.68% (n = 220,000); AID 463187;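 active = Hck-Nef kinase inhibition above about 50%, limit read from the data; inactive = inhibition below that limit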;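 also: 0% = DMSO with Hck plus Nef and 100% = Hck alone without Nef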
Target sequence (P08631 whole entry, looked up): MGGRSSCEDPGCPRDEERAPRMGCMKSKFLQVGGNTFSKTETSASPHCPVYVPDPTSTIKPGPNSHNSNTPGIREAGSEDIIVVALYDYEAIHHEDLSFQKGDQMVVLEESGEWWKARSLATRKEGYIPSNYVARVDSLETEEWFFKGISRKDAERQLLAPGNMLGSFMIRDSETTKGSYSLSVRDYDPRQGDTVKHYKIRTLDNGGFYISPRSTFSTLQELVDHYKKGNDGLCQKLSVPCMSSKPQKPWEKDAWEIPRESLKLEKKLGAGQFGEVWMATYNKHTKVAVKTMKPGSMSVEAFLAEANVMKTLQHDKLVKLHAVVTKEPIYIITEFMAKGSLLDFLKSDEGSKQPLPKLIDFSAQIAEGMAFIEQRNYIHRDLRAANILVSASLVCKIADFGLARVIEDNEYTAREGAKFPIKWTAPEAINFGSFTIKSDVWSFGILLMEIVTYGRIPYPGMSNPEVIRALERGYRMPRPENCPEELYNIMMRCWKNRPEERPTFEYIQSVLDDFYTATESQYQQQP
FXIIa inh: factor XIIa (human) inhibition | inhibition, % at 5 µM | purified FXIIa, Boc-QGR-AMC fluorogenic substrate, 2 h | actives 0.3% (n = 220,000) | P00748; in the data active = inhibition above about 40%;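 also: 0% = enzyme with no compound and 100% = blank without enzyme; many of its hits are not listed in these tables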
FXIa inh 1536: factor XIa (human) inhibition; P03951; AID 798; inhibition, % at 5 µM; actives 0.14% (n = 220,000); purified FXIa, Boc-Glu-Ala-Arg-AMC fluorogenic substrate;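 active = inhibition of at least 40%; inactive = inhibition below 40%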;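 also: fluorescence of freed AMC excited at 355 nm; 0% = enzyme without compound and 100% = no enzyme blank; many of its hits are not listed in these tables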
hK5 inh: inhibitors of human kallikrein 5 | actives 0.59% (n = 210,000) | inhibition, % at 5 µM | Q9Y337 | recombinant hK5, fluorogenic AMC substrate cleavage;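 active = inhibition of 40% or more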;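 also: 0% = enzyme controls without compound and 100% = no-enzyme blanks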
Target sequence (Q9Y337 67-293 limits assumed): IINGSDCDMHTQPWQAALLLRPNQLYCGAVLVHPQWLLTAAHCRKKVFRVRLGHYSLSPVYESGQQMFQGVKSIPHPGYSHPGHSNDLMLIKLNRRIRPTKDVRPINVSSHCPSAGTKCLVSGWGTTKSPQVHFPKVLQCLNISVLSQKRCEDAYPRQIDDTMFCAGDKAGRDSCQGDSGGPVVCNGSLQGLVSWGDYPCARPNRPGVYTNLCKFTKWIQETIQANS
14-3-3 Bad PPI: disrupts binding of bovine 14-3-3 zeta to phospho-Bad peptide; TR-FRET 14-3-3zeta/Dy647-pBad peptide displacement, 1 h; inhibition, % at 21.7 µM; actives 0.71% (n = 220,000);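 active = inhibition above about 70%, limit read from the data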;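 also: 0% = full 14-3-3 plus peptide FRET controls and 100% = background without 14-3-3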
Target sequence (P63103 whole entry, looked up): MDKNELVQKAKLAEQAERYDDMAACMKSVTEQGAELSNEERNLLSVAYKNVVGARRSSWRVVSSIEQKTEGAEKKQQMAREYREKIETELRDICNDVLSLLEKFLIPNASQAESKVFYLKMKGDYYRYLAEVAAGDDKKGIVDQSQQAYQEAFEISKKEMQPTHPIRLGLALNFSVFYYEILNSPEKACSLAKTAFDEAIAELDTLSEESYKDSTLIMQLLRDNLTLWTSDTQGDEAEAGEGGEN
Wee1 degr inh: human Wee1 degradation inhibition, primary screen | P30291 | HeLa Luc-Wee1K328M stability, luciferase luminescence; 100% = proteasome inhibitor MG132 effect | reporter increase, % at 5 µM | actives 1.2% (n = 220,000) | AID 1321;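 active = activation above the mean of all tested compounds plus 3 SD, set per screening run, cut at about 8.8% in these data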;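 also: cells exposed to compound for 20 h before luminescence read; 0% = DMSO alone and 100% = MG132 at 30 µM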
Numbers without * were called inactive; . = not tested or not shown; [ ] = another dose, or the depositor's remark.

SMILES	Runt-SMMHC FRET	Runt-CBFb FRET	thrombin 1536	Hck-Nef inh	FXIIa inh	FXIa inh 1536	hK5 inh	14-3-3 Bad PPI	Wee1 degr inh
O=C(Nc1cc(S(=O)(=O)N2CCOCC2)ccc1N1CCCCC1)c1cc(-c2ccccn2)nc2ccccc12	-11	14	-9	0	9	-3	-1	-7	-3
O=C(NC(=S)Nc1cccc(S(=O)(=O)NC2=NCCC2)c1)c1cc(-c2ccco2)nc2ccccc12	-6	-9	0	27	1	0	-1	-3	4
NC(=O)C1=C[C@H](c2ccc(Br)cc2)C[C@H](OCc2ccc(CO)cc2)O1	1	-1	-2	11	2	-5	-5	-2	11*
COC(=O)CCS(=O)(=O)c1ccc(Cl)c(Cl)c1	-5	2	-6	2	1	3	10	9	-3
N#Cc1ccc(Oc2nc(C(N)=O)cc(-c3ccccc3)n2)cc1	-5	-1	3	-1	6	1	-1	10	-3
Cc1ccc(-c2ccc(C(=O)O)o2)cc1Cl	-2	2	1	7	3	1	2	6	6
Cc1cc(C)nc(SCCn2c(N3CCOCC3)nc3c2c(=O)[nH]c(=O)n3C)n1	3	-1	-6	-3	6	-1	-2	-6	-2
CCN(CCS(=O)(=O)c1ccc(Cl)cc1)C(=O)Nc1ccc(Cl)cc1	-6	2	2	-4	5	8	1	0	0
CC(=O)Nc1sc(C)c(C)c1C(=O)OCC(=O)N(C)C1CCS(=O)(=O)C1 (stereo not drawn)	-2	3	-5	-1	2	-10	5	-3	2
C/C(=N\NC(=O)c1cccc([N+](=O)[O-])c1)c1ccco1	-2	2	2	12	9	0	0	3	4
CCOC(=O)c1c(NC(=O)c2cccs2)sc(C(=O)N(C)C)c1C	3	1	-2	1	4	-2	4	4	0
CC(=O)/C(=N\Nc1cccc(Cl)c1)Sc1cccc2cccnc12	-10	-1	-3	1	11	10	-10	9[fluorescence artefact?]	-3

The final 4 records of the section above open the next one:
SMILES	Runt-SMMHC FRET	Runt-CBFb FRET	thrombin 1536	Hck-Nef inh	FXIIa inh	FXIa inh 1536	hK5 inh	14-3-3 Bad PPI	Wee1 degr inh
CC(=O)Nc1sc(C)c(C)c1C(=O)OCC(=O)N(C)C1CCS(=O)(=O)C1 (stereo not drawn)	-2	3	-5	-1	2	-10	5	-3	2
C/C(=N\NC(=O)c1cccc([N+](=O)[O-])c1)c1ccco1	-2	2	2	12	9	0	0	3	4
CCOC(=O)c1c(NC(=O)c2cccs2)sc(C(=O)N(C)C)c1C	3	1	-2	1	4	-2	4	4	0
CC(=O)/C(=N\Nc1cccc(Cl)c1)Sc1cccc2cccnc12	-10	-1	-3	1	11	10	-10	9[fluorescence artefact?]	-3
C/C(=N\NC(=O)C(=O)Nc1ccc(C)c(Cl)c1)c1ccncc1	2	3	9	4	13	16	9	36[fluorescence artefact?]	1
COc1ccc(NC(C)C(=O)Nc2cc(C(F)(F)F)ccc2N2CCOCC2)c(OC)c1 (stereo not drawn)	-7	-2	-6	12	0	-2	-17	-22[fluorescence artefact?]	2
COc1cccc(N2CC34C=CC(O3)C(C(=O)O)C4C2=O)c1 (stereo not drawn)	-3	3	7	1	14	4	-4	8	0
O=C1Nc2ccccc2C12OCC1(CO2)COC2(OC1)C(=O)Nc1ccccc12 (stereo not drawn)	-4	2	-11	0	12	0	-10	12	1
CC(C)Cn1c(-c2nn(C)cc2Cl)n[nH]c1=S	19	2	3	-2	13	2	-1	-8[fluorescence artefact?]	1
Clc1ccc(C2[C@H]3CN(CC4CCCCC4)[C@H](c4ccccc4)C34CC2(c2cccnc2)C4)cn1 (stereo partly drawn)	0	-2	2	28	7	2	3	-5	.
CCOC(=O)C1(Cc2ccccc2)CCCN(CCO)C1 (stereo not drawn)	2	0	-5	22	11	3	6	-11	5
Cc1ccc(Nc2nnc(-c3ccc4c(c3)OCO4)o2)c(C)c1	-6	4	-3	1	1	-5	-2	-1	-1
CSCCOC(=O)COc1ccc(/C=N/NC(=O)c2nn(C)cc2Cl)cc1	4	2	1	3	10	2	-12	-12[fluorescence artefact?]	-1
O=C(NCCC1=CCCCC1)c1cnccn1	0	-2	2	7	13	3	-2	4	7
Cc1ccc(C(=O)Nc2cccc([N+](=O)[O-])c2)cc1S(=O)(=O)Nc1cccc(C(=O)O)c1	-2	-1	-2	18	7	-3	-2	3	-3
COc1ccc2cc(Br)ccc2c1CC(=O)N(C)C	1	0	-2	1	6	1	5	2	0
CCC(Sc1ncccc1C(=O)Oc1cccc([N+](=O)[O-])c1)C(=O)Nc1ccccc1OC (stereo not drawn)	-2	4	-3	-1	8	1	-15	1	2
Cc1ccsc1C(=O)NNC(=S)NCC(C)C	2	5	2	-1	18	9	-31	-15	0
COc1ccc(CN2CC(C(=O)NCCCN3CCN(Cc4ccccc4)CC3)CC2=O)cc1 (stereo not drawn)	3	0	3	0	15	6	-9	0	-1
CCOC(=O)CCCNC(=O)COC(=O)c1cc(Br)c(Br)s1	-3	-2	-2	-3	8	-1	1	-4	-2
N#Cc1ccc(S(=O)(=O)NC2CCN(Cc3ccccc3)CC2)cc1	-1	0	1	13	5	-3	3	1	5
O=c1sc2ccccc2n1COc1ccc(Cl)cc1	-27	-4	3	-2	9	12	-6	9	2
NNc1nc(N)c2c(n1)-c1ccccc1CC21CCCC1	4	2	-11	5	3	-7	-14	82*[fluorescence artefact?]	1
CC(Sc1nc(C(C)(C)C)cc(-c2ccccc2)c1C#N)C(=O)Nc1ccccc1 (stereo not drawn)	30	48	-4	7	-2	2	-9	-2[fluorescence artefact?]	-3
O=C(NNS(=O)(=O)c1cccc(Cl)c1)c1cc(-c2ccc(F)cc2)nc2ccccc12	-2	-1	5	9	11	-1	-4	-9	0
CC(=O)/C(N=Nc1ccc(C(=O)O)cc1[N+](=O)[O-])=C(\C)O	-5	2	2	22	10	3	9	11	3
COc1ccc(C(CNC(=O)/C=C/c2c(Cl)nc3ccccn23)N(C)C)cc1 (stereo not drawn)	-1	-1	4	22	13	2	3	-15	-1
S=C(c1ccc(-c2cc(Cl)ccc2Cl)o1)N1CCOCC1	12	29	-4	3	10	-3	1	3[fluorescence artefact?]	-3
CCC(CC)C(=O)Nc1cc(NC(=O)C(CC)CC)cc(C(=O)O)c1	0	-1	-11	4	-10	-6	-27	-13[fluorescence artefact?]	0
COc1ccc(CN=C2NC(=O)CC(C(=O)Nc3ccc(Cl)cc3)S2)cc1 (stereo not drawn)	0	0	-3	2	12	5	-23	-19	0
Cc1ccc(Nc2nc(=O)c3cc([N+](=O)[O-])ccc3s2)cc1	-2	2	0	57*	5	0	-1	25	0
CCCN1CNC(=S)N(c2ccccc2C)C1	1	1	-14	23	9	-1	0	-21	3
O=C(CN1CCC(n2nnc3cc(F)ccc32)CC1)Nc1ccccc1N1CCOCC1	-7	0	2	0	16	7	-3	-7	0
C=C(C)CSc1nnc([C@@H](NC(=O)OC(C)(C)C)C(C)CC)o1 (stereo partly drawn)	1	-2	-1	2	-10	-16	-2	-5[fluorescence artefact?]	4
CS(=O)(=O)N1CCC(Oc2ccccc2C(=O)NC2CCOC2)CC1 (stereo not drawn)	-2	0	7	13	8	4	-1	-3	4
Cc1occc1C(=O)NNC(=O)c1ccccc1Br	4	0	8	-2	21	16	46*	19	-1
CN(C)c1nc(N)nc(-c2ccco2)n1	5	1	2	-10	14	2	5	-5[fluorescence artefact?]	2
CCOC(=O)c1c(C)oc2c1c1c(c3ccccc32)OCN(CCCC(=O)O)C1	-4	-6	-6	25	2	6	5	-9	8
COc1cccc(C(C(=O)NC2CCCCC2)N(C(=O)Cc2cccs2)c2ccc(-n3cnnn3)c(OC)c2)c1 (stereo not drawn)	2	-2	3	1	14	7	-1	10	-2
CCCn1nnc(NC(=O)c2ccc(OCC)c(Cl)c2)n1	2	4	-2	-8	1	2	-3	5[fluorescence artefact?]	-1
CCCCOC(=O)CSCC(=O)N1N=C(c2cccs2)CC1c1ccc(F)cc1 (stereo not drawn)	-2	0	2	-2	4	-11	-5	-6[fluorescence artefact?]	2
CCn1c(C)nc2cc(C(=O)OC)ccc21	.	.	-6	15	2	-3	-3	-3	-1
O=C(CN1CCC(O)(c2ccc3c(c2)OCO3)CC1)OC1CCCCC1	2	-2	-8	-1	4	-4	-20	4	0
COc1ccc(-c2cn3ccccc3n2)cc1	1	-3	-3	17	2	-2	3	5	5
CCCNC(=O)N1CCN(c2ncccn2)CC1	-3	-2	24	-1	19	17	61*	-2[fluorescence artefact?]	-2
CCOC(=O)c1cnc(SCC(=O)Nc2cc(OC)ccc2OC)nc1N	2	0	-5	3	-2	3	-8	-16[fluorescence artefact?]	0
CCOC(=O)c1c(NC(=O)CSc2nnc(C)c(=O)[nH]2)sc2c1CCC2	4	0	-1	3	-3	4	-13	2	-2
CCOC(=O)c1cccc(Nc2nc(-c3cccnc3)nc3ccccc23)c1	-1	-2	-3	10	1	-7	-11	64[fluorescence artefact?]	-2
CCC(OC(=O)c1ccco1)C(=O)NCc1ccc(C)cc1 (stereo not drawn)	-3	-2	3	-2	15	10	1	-3	2
CC1=NCCN1S(=O)(=O)c1c(C(C)C)cc(C(C)C)cc1C(C)C	.	.	0	17	7	0	5	-8	-2
CCC(Oc1ccccc1)C(=O)Nc1nnc(C(F)(F)F)s1 (stereo not drawn)	-1	1	4	0	14	2	1	1	-2
O=C(CN1CCN(c2ccc(F)cc2)CC1)Nc1nnc(-c2ccccc2)s1	-3	-1	0	-2	7	0	-19	-1	5
Cc1cccc(NCc2n[nH]c(=S)n2-c2ccccc2)c1	.	.	-10	19	7	-2	1	-7	-4
Cc1cc(C)c(Cn2cnc3ccccc32)c(C)c1	-2	-1	-3	6	.	-3	-1	-2	3
COc1ccc(C(C(=O)NC2CCCCC2)N(C(=O)CCl)c2ccc(OC)cc2)cc1 (stereo not drawn)	2	-1	12	-1	12	0	-3	32	0
COc1cc(NC(=S)N2CCN(Cc3ccccc3)CC2)cc(OC)c1	1	2	-4	2	8	6	-21	-16[fluorescence artefact?]	-3
COc1ccc(C(C)(C)C)cc1NC(=O)c1cncc(Br)c1	0	1	-3	1	9	-7	-3	6	-1
O=C(c1ccc(N2CCCC2)c([N+](=O)[O-])c1)N1CCN(CCO)CC1	-5	-1	-2	2	9	-8	-5	3	-1
CCCNC(=O)c1cccc(COCC(F)(F)F)c1	.	.	6	-11	14	7	11	-12[fluorescence artefact?]	0
Cc1cc(-n2nc(C)cc2C)nc(N)n1	-2	2	-12	0	9	-7	-16	0	3
Cc1cc(OCC(=O)OCC(=O)Nc2cc(C(F)(F)F)ccc2N2CCOCC2)ccc1Cl	-3	-2	-5	3	6	-4	-14	-4	1
CC1CN(c2nc3ccccn3c(=O)c2/C=C(\C#N)C(=O)N2CCOCC2)CC(C)O1 (stereo not drawn)	-2	-2	-1	12	5	2	-2	-5	3
COc1ccc(C(=O)Nc2cccc(/C=C(\CCC(=O)O)c3nc4ccccc4s3)c2)cc1	-10	-6	6	35	14	7	13	-1	1

From PubChem
